# High-throughput results from PubChem BioAssay.
# Mtb BioA inh = M. tuberculosis BioA enzyme inhibitors, primary screen, biochemical, plate reader, single point, HTS | purified M. tuberculosis BioA enzyme | 0.096% of 360,000 active | AID 602481, 2012 | 7,8-diaminopelargonic acid synthase BioA (Mycobacterium tuberculosis) | inhibition, % at 9.99 µM; in the data active means inhibition above about 40%; inconclusive means no clear call, values can overlap the other calls
# MazF activator = activators of E. coli MazEF toxin-antitoxin RNase, primary screen, biochemical, fluorescence, uHTS | FAM/BHQ RNA-DNA oligo cleavage fluorescence, 5 h | Endoribonuclease toxin MazF (Escherichia coli (strain K12)), P0AE70 | activation, % at 20 µM | 0.32% of 350,000 active; in the data active means activation above about 50%
# Target sequence (P0AE70 whole entry, looked up): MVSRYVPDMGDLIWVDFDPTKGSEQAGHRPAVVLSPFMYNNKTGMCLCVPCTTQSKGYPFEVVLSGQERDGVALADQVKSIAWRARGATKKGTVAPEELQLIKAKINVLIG
# FadD28 binding = inhibitors of FadD28 bisubstrate probe binding, primary screen, biochemical, fluorescence polarization, single point; Mycobacterium tuberculosis FadD28 fatty-acid-AMP ligase; inhibition, % at 12.5 µM; 0.22% of 360,000 active; AID 588549, 2011; in the data active means inhibition above about 8.5%, passing the limit was not always enough; inconclusive means no clear call, values can overlap the other calls
# UGM FP inh = M. tuberculosis UGM enzyme inhibitors, primary screen, biochemical, fluorescence polarization, single point; purified UGM, fluorescence polarization probe displacement; inhibition, % at 10 µM; 0.06% of 320,000 active; AID 504406, 2011; in the data active means inhibition above about 10%, passing the limit was not always enough; inconclusive means no clear call, values can overlap the other calls
# Target sequence (P9WIQ1 whole entry, looked up): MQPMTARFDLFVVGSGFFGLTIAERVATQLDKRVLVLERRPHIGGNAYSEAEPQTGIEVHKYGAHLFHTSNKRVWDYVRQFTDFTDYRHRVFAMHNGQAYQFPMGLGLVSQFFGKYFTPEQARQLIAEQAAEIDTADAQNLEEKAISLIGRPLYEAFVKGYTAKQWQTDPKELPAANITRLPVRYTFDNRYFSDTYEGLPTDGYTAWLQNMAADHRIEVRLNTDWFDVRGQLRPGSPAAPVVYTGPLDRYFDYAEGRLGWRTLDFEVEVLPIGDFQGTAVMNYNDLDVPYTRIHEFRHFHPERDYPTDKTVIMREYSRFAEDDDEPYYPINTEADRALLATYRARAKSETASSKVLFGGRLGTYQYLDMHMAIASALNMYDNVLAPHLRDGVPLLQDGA
# PrPC TRFRET = inhibitors of human cell surface prion protein PrPC, primary screen, cell-based, TR-FRET | Major prion protein (Homo sapiens), P04156 | TR-FRET read-out | inhibition, % at 13.8 µM | 0.43% of 370,000 active | AID 720596, 2013; in the data active means inhibition above about 24%; further: 0% = median of the test wells and 100% = reference compound wells
# GDH-TPI counter = GDH-TPI coupling enzyme inhibitors, primary screen, artefact control for M. tuberculosis FBA inhibitor project, biochemical, absorbance, full deck | GDH-TPI coupled enzyme counterscreen, NADH absorbance | inhibition, % at 4.8 µM | 1.2% of 360,000 active | AID 588335, 2011; in the data active means inhibition above about 30%;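 further: 0% = DMSO wells and 100% = wells lacking the enzyme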
# BoNT-F LC inh = BoNT/F light chain protease inhibitors, primary screen, biochemical, flow cytometry, MLPCN library; Multiplex microsphere protease cleavage assay; 0.22% of 360,000 active; Botulinum neurotoxin type F light chain protease (Clostridium botulinum); inhibition, % at 10 µM; in the data active means inhibition above about 35%, passing the limit was not always enough; inconclusive means no clear call, values can overlap the other calls; further: plate controls were buffer without enzyme for full effect and enzyme alone for no effect
# Mtb FBA inh = Mtb FBA enzyme inhibitors, primary screen, biochemical, fluorescence, strain H37Rv; purified M. tuberculosis FBA, fluorescence read-out; Fructose-bisphosphate aldolase (Mycobacterium tuberculosis (strain ATCC 25618 / H37Rv)), …; inhibition, % at 1 µM; 2.3% of 360,000 active; in the data active means inhibition above about 27%;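 further: 0% = vehicle and 100% = reference inhibitor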
# Target sequence (P9WQA3 whole entry, looked up): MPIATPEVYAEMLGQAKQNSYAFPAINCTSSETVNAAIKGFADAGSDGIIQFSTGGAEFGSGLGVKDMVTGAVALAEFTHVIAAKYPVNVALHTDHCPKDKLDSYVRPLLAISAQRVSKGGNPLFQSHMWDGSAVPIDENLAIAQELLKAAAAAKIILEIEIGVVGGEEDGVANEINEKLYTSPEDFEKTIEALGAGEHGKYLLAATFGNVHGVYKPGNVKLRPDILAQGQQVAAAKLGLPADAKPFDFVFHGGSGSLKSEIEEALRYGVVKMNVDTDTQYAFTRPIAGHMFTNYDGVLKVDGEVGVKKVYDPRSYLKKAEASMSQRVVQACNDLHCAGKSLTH
# Rv3671c protease = Rv3671c serine protease inhibitors, primary screen, biochemical, fluorescence polarization, M. tuberculosis H37Rv; P9WHR9; inhibition, % at 5.96 µM; 0.048% of 320,000 active; in the data active means inhibition above about 38%;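 further: extracellular domain of Rv3671c used as enzyme; 0% = enzyme with DMSO and 100% = no enzyme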
# Numbers without * were called inactive; u = inconclusive; x = no result given.
No.	canonical_smiles	Mtb BioA inh	MazF activator	FadD28 binding	UGM FP inh	PrPC TRFRET	GDH-TPI counter	BoNT-F LC inh	Mtb FBA inh	Rv3671c protease
1	Cc1ccc(NC(=O)CSc2nnc(N)s2)cc1S(=O)(=O)N1CCCCC1	7.9	-6.6	-1.4	-0.1	7.4	0.0	15.1	0.7	-2.1
2	CC(C)(C#N)N([O-])C=C[N+](=O)C(C)(C)C#N	0.6	-4.7	-1.4	-0.1	4.4	5.5	9.8	3.5	4.4
3	COc1cccc(NC(=O)CN(C)C(=O)c2cc(C3CC3)nn2-c2ccccc2)c1	-4.4	-1.4	-1.0	-2.0	0.0	8.2	-9.7	1.6	3.5
4	CCCOc1ccc(C(=O)Nc2cc(S(=O)(=O)N3CCOCC3)ccc2N2CCN(CC)CC2)cc1OC	1.4	7.2	-3.5	x	-3.9	-2.2	-10.2	0.6	x
5	CCCCn1c(=O)c(Cc2ccccc2)c(O)c2ccccc21	-0.3	3.3	-1.6	-0.6	0.3	11.1	-23.7	11.2	-9.9
6	O=C(COC(=O)C1CCN(c2ccc(C(F)(F)F)cn2)CC1)Nc1ccc(F)cc1[N+](=O)[O-]	x	3.2	0.0	0.1	-4.9	10.0	-1.1	9.9	9.8
7	CC(=O)Nc1ccc(NC(=O)CSc2nc(C)nc3sc(C)c(C)c23)cc1	x	4.7	-0.1	0.3	-6.1	1.9	-3.7	1.2	-9.8
8	Cc1cc(C)cc(NC(=O)C(=O)NCC2CCCO2)c1 (stereo unspecified)	x	7.1	-4.3	2.3	1.4	-7.8	-1.5	-5.6	-6.5
9	CCCc1nc2ccccc2c(=O)n1CC(=O)c1ccccc1	x	-4.9	-2.0	3.6	-2.9	-0.7	-3.8	0.6	-5.0
10	Cc1nc(N2CCC(C)CC2)c2c(C)c(C(=O)Nc3ccc(C)c(F)c3)sc2n1	x	-1.0	-1.5	-1.4	6.9	-2.6	-8.4	5.0	-13.8
11	Cc1[nH]c2c(C(F)(F)F)cccc2c1CCN	x	10.8	-1.2	-2.9	-0.4	4.1	-7.3	3.6	2.8
12	CCCCN(CC)C(=O)Cc1ccc(Br)cc1	x	-1.2	-1.4	-0.6	0.6	6.0	-1.4	1.5	2.1
13	COc1cccc(-c2cnc(C(O)c3ccc(C(C)(C)C)cc3)[nH]2)c1 (stereo unspecified)	-0.9	x	-2.5	x	x	2.6	-6.1	-2.9	x
14	COc1cccc(NC(=O)CSc2ccc(-c3sc(C)nc3C)nn2)c1	-2.1	1.1	-0.7	-0.9	1.8	9.1	-21.4	0.0	-2.8
15	O=C(CCn1cnnn1)Nc1ccc(Cl)c(Cl)c1	0.7	0.5	-4.9	-1.4	2.5	-3.9	-2.4	-0.3	6.3
16	C=CCN1C(=O)NC(c2ccccc2)(C(F)(F)F)S/C1=C(\C#N)c1nnc(N2CCOCC2)n1-c1ccccc1 (stereo unspecified)	x	1.5	-0.3	0.1	-4.1	13.7	3.5	-0.9	14.6
17	CC1(C(=O)NS(=O)(=O)C2CC2)CCCN(C(=O)Cc2ccc(F)cc2)C1 (stereo unspecified)	-0.5	x	-0.9	x	5.1	-6.2	-3.5	0.1	x
18	Cc1ccc(S(=O)(=O)N2CCCCC2)cc1C(=O)c1nccn1C	0.4	8.0	-4.2	0.4	-1.2	0.9	-2.6	-1.1	-0.1
19	COc1cc2c(cc1OC)CN(C(=O)CSc1nc(N)c(C#N)cc1C#N)CC2	x	-8.6	-0.8	4.2	x	27.5	25.7	12.3	-17.0
20	CCOC(=O)c1ccccc1Cc1nc2ccccc2c(=O)[nH]1	-0.5	4.1	-1.0	1.0	-4.4	1.6	-2.5	-3.8	-4.3
21	Cc1ccc(S(=O)(=O)n2nc(-c3cccnc3)nc2N)cc1	-1.0	5.3	-2.3	0.0	-1.6	-5.2	-13.1	0.8	-1.1
22	COc1cccc(NS(=O)(=O)c2cc3c(cc2C)NC(=O)CO3)c1	-1.7	5.7	0.2	2.9	-6.4	7.3	-15.5	0.5	2.8
23	O=C(CCCNS(=O)(=O)c1cccc2nsnc12)NC1CCCCC1	0.8	-10.7	-1.0	0.0	-29.8	4.1	u	3.1	2.2
24	COc1ccc(CNc2ccc3c(c2)CCC3)cc1Br	-0.5	3.7	-1.5	1.0	7.0	12.6	u	0.2	0.3
25	Cc1ccc2nsnc2c1S(=O)(=O)NCCc1c(C)[nH]c2ccc(F)cc12	5.4	5.8	-1.2	-2.9	-20.9	9.5	0.2	-2.3	-3.1
26	CC(=O)n1cc(C2C(=O)CCCC2=O)c2ccccc21	-1.2	3.8	-1.2	-0.6	9.4	12.3	-13.4	4.4	3.8
27	Cc1ccn2cc(CCNS(=O)(=O)c3ccc4c(c3)OCCO4)nc2c1	0.8	4.2	-0.1	-1.5	-2.9	-4.8	-3.5	-0.2	9.0
28	CCC(=O)Nc1c(C(=O)Nc2ccc3c(c2)OCCO3)oc2ccccc12	x	-8.6	-2.7	2.8	5.4	8.0	-0.1	-0.5	-7.3
29	Cc1cc(C)c(S(=O)(=O)N2CCC(C(=O)OCc3c(C)noc3C)CC2)c(C)c1	-1.8	4.0	-2.4	-1.6	-1.9	-1.4	-4.4	-1.0	1.8
30	CCCCNC(=S)Nc1ccc(SC(F)F)cc1	2.1	3.0	0.6	1.3	12.3	20.7	-3.3	1.7	-5.1
31	COc1cc(OC)c(OC)cc1/C=C1\Oc2cc(OS(C)(=O)=O)ccc2C1=O	-2.2	-126.4	0.4	0.1	-1.6	6.9	x	-3.2	0.4
32	COC(=O)C[C@H]1C[C@@H]2c3cc(NC(=O)CN(C)C)ccc3O[C@@H]2[C@H](CO)O1	-0.1	0.7	-0.1	x	6.9	-5.2	-1.0	-1.5	x
33	O=[N+]([O-])c1ccc(Cl)c(-c2ccc(/C=N/c3c(-c4ccco4)nc4ccccn34)o2)c1	-1.1	95.4*	0.5	-0.5	-14.0	8.0	-10.0	-2.4	5.7
34	O=C(Nc1ccc(Br)cc1)c1ccc2c(c1)OCO2	-0.4	4.6	-0.5	3.9	1.2	-1.5	-13.0	0.2	-8.4
35	CN1CCN(C(=S)NC(=O)c2ccc(-c3ccccc3)cc2)CC1	x	0.3	-2.4	4.5	-0.6	10.5	-6.6	4.2	4.2
36	Cn1ncc(Cl)c1C(=O)Nc1nnc(C2CC2)s1	0.9	1.8	-2.6	2.5	5.2	1.1	-4.2	-1.5	-1.6
37	COc1ccc(CCNC(=O)Cn2nnc(-c3ccc(N4CCOCC4)cc3)n2)cc1OC	-1.2	2.9	-0.8	1.8	-2.9	-1.9	8.6	1.4	-8.3
38	CCOC(=O)C1(C)CCN1C(=O)c1ccc(Cl)nc1 (stereo unspecified)	0.2	x	-0.2	x	-1.1	0.0	4.3	1.4	x
39	Cc1ccc(/C=N/NC(=O)c2ccc3nc[nH]c3c2)s1	x	11.7	0.4	5.6	-6.8	23.6	-2.2	-1.7	-8.7
40	O=C(COc1ccc2ccccc2c1)NCC(=O)N/N=C/c1ccco1	-0.7	-3.4	-1.2	2.7	-6.8	7.2	3.4	0.4	-6.3
41	Cc1ccc(S(=O)(=O)Nc2cccc3ncccc23)s1	-1.5	-6.9	-4.8	3.2	x	5.9	-8.0	5.3	-4.2
42	Cc1cc(Cl)ccc1OCC(=O)N/N=C1\CC2C=CCC12 (stereo unspecified)	x	4.7	-0.3	-0.9	-5.0	3.3	-2.2	-2.7	2.6
43	CCCCCCC1CC(CSC(=N)N)OC1=O (stereo unspecified)	x	-0.1	-3.9	0.0	-0.7	0.7	-9.4	-0.8	5.1
44	CCCCNC(=O)c1nc2ncc(Br)cn2n1	x	10.3	-0.8	-4.7	-5.7	-10.7	4.5	4.4	-12.2
45	CCn1nnc(-c2ccccc2NC(=O)c2cc(OC)c(OC)c(OC)c2)n1	-2.5	-3.4	-0.4	3.5	-3.0	13.5	-11.9	-0.1	-14.1
46	O=C(NNS(=O)(=O)c1ccc(CCCl)cc1)C(O)(c1ccccc1)c1ccccc1	-0.1	5.5	-2.1	2.0	8.9	2.6	-10.0	0.4	3.0
47	C=C1c2ccccc2NC(=O)N1c1ccc(OC)cc1	x	1.3	-2.4	-0.6	7.4	7.8	-0.3	1.6	5.7
48	COc1ccc(N2CCN(C(=O)CCNS(=O)(=O)c3cc(Br)cnc3N)CC2)cc1	-1.3	10.3	-2.6	-2.0	x	11.1	-6.4	-3.5	3.8
49	O=C(O)CN1CCCCC1	x	1.3	-1.0	-4.8	0.1	0.6	-2.2	1.6	2.0
50	Cc1[nH]c2ccccc2c1/C=N/NC(=O)CNC(=O)Cc1ccccc1	0.7	8.3	-1.5	-2.4	6.6	12.1	3.6	-3.2	-1.9

# Next part
No.	canonical_smiles	Mtb BioA inh	MazF activator	FadD28 binding	UGM FP inh	PrPC TRFRET	GDH-TPI counter	BoNT-F LC inh	Mtb FBA inh	Rv3671c protease
51	COC(=O)C1=C(C(=O)c2ccccc2)C(c2cccs2)n2nnnc2N1 (stereo unspecified)	-0.6	-2.3	0.1	3.0	-1.9	2.5	-7.6	-3.0	5.4
52	COc1ccc(S(=O)(=O)N2CCOCC2)cc1NC(=O)COC(=O)c1oc2ccccc2c1C	-0.3	-22.2	-2.3	-1.7	-1.3	6.6	-1.3	2.8	7.4
53	COC(=O)COc1ccc(C(C2C(=O)CC(C)(C)CC2=O)C2C(=O)CC(C)(C)CC2=O)cc1	0.4	-1.1	x	-0.4	3.2	7.6	15.4	0.7	7.2
54	Cc1ccc(-c2n[nH]c(=S)n2/N=C/c2ccc(C)o2)cc1	0.2	-2.5	-2.4	-1.3	2.3	14.8	-6.0	-3.1	3.3
55	C/C(=N\NC(=O)c1ccccc1-n1cccc1)c1ccccn1	0.4	5.4	-1.2	x	3.6	2.6	-0.3	5.0	x
56	Cc1cccc(-c2nnc(-c3cccc(NC(=O)Cc4cccs4)c3)o2)c1	1.2	-1.6	-7.4	1.1	2.0	-4.5	-0.2	1.8	-195.2
57	Oc1ccc(Br)cc1CNc1cnc2ccccc2c1	-2.8	5.7	0.2	1.3	-1.2	20.0	-11.3	26.6	6.3
58	COc1ccc(C(=O)OCC(=O)N2C(C)CCCC2C)cc1S(=O)(=O)N1CCOCC1 (stereo unspecified)	2.0	-7.6	3.5	0.8	1.3	7.3	-8.3	3.5	2.4
59	Cc1cccc(OCC(=O)Nc2ccc(NC(=O)c3ccco3)c(C)c2)c1	1.0	8.6	-2.6	-0.2	2.9	6.9	17.3	0.7	0.1
60	O=S(=O)(NCc1csc(-c2cccnc2)n1)c1ccc(Cl)s1	2.6	-0.7	-10.6	-1.2	-5.4	-4.8	-15.8	-3.2	-3.4
61	O=C(O)c1nccnc1C(=O)Nc1ccccc1N1CCOCC1	x	5.5	-0.8	0.6	-3.8	17.0	u	-1.0	-0.1
62	Cc1ccccc1C(=O)NC1CCN(CC(=O)Nc2c(C)cccc2C)CC1	-1.3	0.6	-2.0	-0.1	1.4	18.6	-4.5	-3.0	0.8
63	O=C(NCCS(=O)(=O)c1ccc(Br)cc1)c1ccc(F)cc1	-3.5	0.5	-1.0	-1.9	0.9	11.8	1.8	6.3	-4.9
